Screens as filed in PubChem BioAssay.
KB-V1 cytotox – kills drug-selected multidrug resistant KB-V1 cells | AID 1347076 | KB-V1 MDR cells viability, CellTiter-Glo, 72 h | Potency, µM (doses to about 46.1 µM), without a hit: at the top dose activity change, negative = cytotoxicity, actives largely listed as cytotoxic | actives 3.4% (n = 400,000); note: % is set by controls: 0 for no effect and ±100 for the full control effect; nearly all actives have a fitted effect of over 60% in size
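Readout: CellTiter-Glo luminescence, 10 min after addition. Cells: KB-V1 MDR subline, 72 h at 37 degrees C with compound. Analysis: corrected, normalized data fitted to concentration-effect curves.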
GLP-1R inv ag – GLP-1 receptor (human) inverse agonism; AID 624417; Potency, µM (titrated, usually from 38.3 µM), without a hit: at the highest dose activity change, negative = inhibition, actives largely listed as inhibitors; P43220; actives 1.6% (n = 410,000); HEK293 GLP-1R CRE-luciferase, luminescence, 24 h; GLP-1R form is constitutively active; note: % is set by controls: 0 for no effect and ±100 for the full control effect; nearly all actives have a fitted effect of over 55% in size
Target sequence (P43220 whole entry, looked up): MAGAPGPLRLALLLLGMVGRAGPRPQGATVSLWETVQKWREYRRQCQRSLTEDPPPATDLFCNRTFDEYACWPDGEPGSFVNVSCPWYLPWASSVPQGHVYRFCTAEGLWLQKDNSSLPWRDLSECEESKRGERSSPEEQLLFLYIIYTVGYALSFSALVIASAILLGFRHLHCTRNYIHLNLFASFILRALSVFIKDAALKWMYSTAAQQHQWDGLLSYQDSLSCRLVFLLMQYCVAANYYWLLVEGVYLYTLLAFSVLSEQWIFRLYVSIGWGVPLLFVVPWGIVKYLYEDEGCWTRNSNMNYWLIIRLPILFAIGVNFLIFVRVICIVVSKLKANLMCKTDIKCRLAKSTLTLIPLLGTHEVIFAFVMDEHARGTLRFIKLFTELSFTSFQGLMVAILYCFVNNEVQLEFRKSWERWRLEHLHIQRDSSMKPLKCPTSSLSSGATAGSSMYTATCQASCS
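HEK293 cells stably co-expressing constitutively active GLP-1R and a cAMP-responsive luciferase reporter were seeded in DMEM with 10% Nu serum, given compounds after 12 h, and incubated 24 h at 37 deg C. Luminescence was then read.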
KB-3-1 cytotox – KB-3-1 parental cell cytotoxicity. KB-3-1 viability, CellTiter-Glo ATP luminescence, 72 h. Potency, µM (series often up to 46.1 µM), inactives show at the highest dose activity change, negative = cytotoxic, most hits filed as cytotoxic. actives 1.4% (n = 400,000). AID 1347075; note: % is set by controls: 0 for no effect and ±100 for the full control effect; nearly all actives have a fitted effect of over 60% in size
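KB-3-1 parental drug-naive adenocarcinoma cells in DMEM/10% FBS, incubated 72 h at 37 C with pin-transferred compounds across a concentration series. Viability by CellTiter-Glo luminescence; concentration-response curves fitted after normalization.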
TDP43 rescue – TDP-43 toxicity inhibition in yeast | TDP-43 expressing yeast growth rescue, BacTiter-Glo, 24 h | Potency, µM (doses to about 46.1 µM), for the others: at the highest dose growth rescue (activation), most hits filed as activators | actives 1.8% (n = 410,000); note: % of control where 0% means no effect; nearly all actives have a fitted effect of over 50% in size
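Luminescence from BacTiter-Glo reports growth of TDP-43-expressing yeast after 24 hr at 30 deg C with compound. Cells were raffinose-pregrown to mid-log, then seeded in galactose medium at OD600=0.02.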
HT1080NT lethal – kills 2HG-producing HT-1080-NT fibrosarcoma cells; HT-1080-NT fibrosarcoma viability, CellTiter-Glo ATP luminescence, 48 h; Potency, µM (top dose mostly 46.1 µM), for the others: top-dose activity, negative = less viability, hits mostly cytotoxic; AID 686970; actives 1.6% (n = 360,000);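 note: NT is the 2HG producing partner of a matched IDH1 knockdown line; 0% = DMSO-treated cells and -100% = media-only wells without cells; nearly all actives have a fitted effect of over 55% in size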
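A 48-hour cytotoxicity screen used HT-1080-NT cells plated 2 hours before compound delivery. ATP-based CellTiter-Glo luminescence measured viability, normalized to DMSO and no-cell controls.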
HT1080 IDH1KD tx – toxicity to HT-1080 IDH1 knockdown cells (counter line); HT-1080 IDH1 knockdown viability, ATP luminescence, 48 h; Potency, µM (doses to about 46.1 µM), without a hit: at the highest dose activity, negative = toxicity, hits mostly cytotoxic; actives 2% (n = 360,000);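 note: 0% = DMSO wells and -100% = cell-free medium wells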
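IDH1KD HT-1080 cells, 750/well, RPMI + 5% FBS; compound pinned after 2 h settling; 48 h, 37 °C; CellTiter-Glo luminescence; % activity normalised to DMSO and no-cell wells; curves fitted, classed by r2 and efficacy.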
SW480 rereplic – DNA re-replication induction in SW480 cells | SW480 DNA re-replication, Hoechst DNA content imaging, 48 h | Potency, µM (series often up to 46.1 µM), for the others: at the top dose re-replication activation, actives largely listed as activators | actives 1.8% (n = 340,000) | AID 624297; note: % of control where 0% means no effect; nearly all actives have a fitted effect of over 55% in size
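Per well, 250 cells were exposed to pinned compound for 48 hr. Nuclear DNA was visualised with Hoechst (40 min, 37 C) and total object intensity recorded by fluorescence scanning.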
GLP1R ag – GLP-1 receptor (human) agonism; P43220; HEK293 GLP-1R CRE-luciferase, luminescence, 4-6 h; cells express a hypersensitive GLP-1R form; Potency, µM (doses to about 45.6 µM), without a hit: at the top dose activation, actives largely listed as activators; actives 0.007% (n = 380,000); AID 624172; note: % of control where 0% means no effect
HEK293 tox – cytotoxicity in counter-screen for GLP-1R inverse agonists; HEK293 cAMP-luciferase reporter cells, luminescence, 24 h; Potency, µM (doses to about 38.3 µM), for inactives: at the highest dose activity change, negative = inhibition, most hits filed as inhibitors; AID 624418; actives 0.13% (n = 410,000);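 note: loss of luciferase light is scored as toxicity; % is set by controls: 0 for no effect and ±100 for the full control effect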
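Step one: seed cells (200 cells/uL, DMEM with 10% Nu serum, 1% pen-strep). Step two: 12-hour incubation at 37 deg C. Step three: pin 23 nL compound, incubate 24 hr. Step four: add luciferase reagent, read luminescence 12 min later.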
An asterisk follows results filed as active; ? = inconclusive; · = no result given; & = joins results of further samples; [ ] = another dose, or the depositor's remark. Calls come from the whole dose curve; as a rule, active = well fitted curve in the direction sought with a large enough effect; inconclusive = small, poorly fitted or top-dose-only effect, or another doubt; inactive = no such curve, though single readings can be large; an effect the other way counts as inactive or inconclusive. Potency is the fitted concentration of half-maximal effect.

1) COc1ccc(OC)c(NC(=O)c2cc3oc4ccccc4c3cc2O)c1
2) CCC(C(=O)OCC(=O)Nc1ccc2[nH]c(=O)[nH]c2c1)c1ccccc1 (stereo not drawn)
3) O=C(CN1CCN(c2ccccc2F)CC1)N1N=CCC1c1ccccc1 (stereo not drawn)
4) CC1CCCCN1S(=O)(=O)c1ccc2[nH]c(=O)cc(C(=O)NCCCN3CCCCCC3)c2c1 (stereo not drawn)
5) Cc1ccccc1NC(=O)Cn1c(=O)n(CC2CCCO2)c(=O)c2ccccc21 (stereo not drawn)
entry no. | 1 | 2 | 3 | 4 | 5
KB-V1 cytotox | 2% | 0% | -8% | ? | 0%
GLP-1R inv ag | 11% | 6% | -18% | 3% | 18%
KB-3-1 cytotox | 4% | 4% | -8% | 6% | 0%
TDP43 rescue | 7% | -29% | 15% | 12% | 10%
HT1080NT lethal | ? | -3% | 6% | 11% | -1%
HT1080 IDH1KD tx | ? | -10% | 13% | 5% | -1%
SW480 rereplic | 15% | -7% | -2% | -11% | -19%
GLP1R ag | -7% | 1% | -3% | 1% | 5%
HEK293 tox | 5% | 5% | 8% | -1% | 5%

6) CCOc1ccc(CCNC(=O)c2[nH]c(C)c(C(C)=O)c2CC)cc1OCC
7) Cc1oc2ncn(CC(C)C)c(=O)c2c1C(=O)N(CCN(C)C)Cc1ccccc1
8) COc1cccc(C(=O)NCCCn2ccnc2)c1
9) COc1cc2c(cc1OC)CN(CC(=O)Nc1ccccc1C(=O)NCc1ccccc1)CC2
10) CSCC(=O)N1CCCC(N2CCN(c3ccc(F)cc3)CC2)C1 (stereo not drawn)
entry no. | 6 | 7 | 8 | 9 | 10
KB-V1 cytotox | ? | 3% | -8% | ? | -17%
GLP-1R inv ag | -20% | -15% | 16% | 65%[activator] | 16%
KB-3-1 cytotox | 1% | -10% | -9% | 3% | -1%
TDP43 rescue | -2%[0.397 µM] | 11% | 8% | -4% | -9%
HT1080NT lethal | ? | · | 18% | -16% | 14%
HT1080 IDH1KD tx | ? | · | 9% | -21% | -1%
SW480 rereplic | -5% | · | -6% | 2% | -3%
GLP1R ag | 17% | · | 7% | 23% | -4%
HEK293 tox | -2% | -10% | 1% | -9% | 0%

The closing three records of the part above open the next one.
8) COc1cccc(C(=O)NCCCn2ccnc2)c1
9) COc1cc2c(cc1OC)CN(CC(=O)Nc1ccccc1C(=O)NCc1ccccc1)CC2
10) CSCC(=O)N1CCCC(N2CCN(c3ccc(F)cc3)CC2)C1 (stereo not drawn)
11) COCCCN1C(=O)CS/C1=N\S(=O)(=O)c1ccccc1
12) CCOc1ccc(-n2nnnc2-c2nc3ccccc3s2)cc1
13) Cc1ccc(N(C(=O)C2CCCC2)C2C=CS(=O)(=O)C2)cc1 (stereo not drawn)
14) COc1cc(NC(=O)c2nccnc2N)cc(C(=O)Nc2cccc(C(F)(F)F)c2)c1
15) Cc1ccc(S(=O)(=O)NCCCN2CCCC2)cc1
entry no. | 8 | 9 | 10 | 11 | 12 | 13 | 14 | 15
KB-V1 cytotox | -8% | ? | -17% | -2% | ? | 23% | 15%&6% | -1%
GLP-1R inv ag | 16% | 65%[activator] | 16% | -9% | -27% | 3% | -6%&14% | 10%
KB-3-1 cytotox | -9% | 3% | -1% | 9% | 0% | 2% | -9%&2% | 4%
TDP43 rescue | 8% | -4% | -9% | -3% | 1% | 16% | ? | 14%
HT1080NT lethal | 18% | -16% | 14% | 5% | -18% | 20% | ? | 6%
HT1080 IDH1KD tx | 9% | -21% | -1% | 13% | -22% | 13% | ? | 4%
SW480 rereplic | -6% | 2% | -3% | 1% | · | -6% | -2% | -7%
GLP1R ag | 7% | 23% | -4% | -5% | -14% | -5% | -9%&-5% | -2%
HEK293 tox | 1% | -9% | 0% | -17% | 95%[activator] | -11% | 13%&10% | -9%

16) C1=C(c2sc3ccccc3c2-c2ccc(OCCN3CCOCC3)cc2)CCCC1
17) COc1ccc(CCN(C)C(=O)c2cc(-c3ccccc3)nc3ccccc23)cc1OC
18) CC(=O)NC(=S)Nc1ccc2oc(=O)ccc2c1
19) CCc1ccc(NC(=O)CS(=O)CC(=O)N2CCN(c3ccccc3F)CC2)cc1 (stereo not drawn)
20) CCOC(=O)c1ccc(NS(=O)(=O)c2cn(C)c(C)n2)cc1
entry no. | 16 | 17 | 18 | 19 | 20
KB-V1 cytotox | ? | -19% | 4% | -20% | 13%
GLP-1R inv ag | ? | 6% | 3% | 3% | 7%
KB-3-1 cytotox | -1% | -3% | 1% | -4% | 3%
TDP43 rescue | ? | 20% | -16% | 23% | 16%
HT1080NT lethal | 2% | -5% | ? | -25% | ·
HT1080 IDH1KD tx | 2% | 6% | 16% | -24% | ·
SW480 rereplic | -7% | -1% | 3% | 0% | ·
GLP1R ag | 10% | 18% | 5% | 7% | 16%
HEK293 tox | 3% | 16% | ? | -2% | 1%

21) Cc1cc(C(=O)C(C(c2ccccc2)N2CCOCC2)N2CCOCC2)ccc1Cl (stereo not drawn)
22) COc1ccccc1NS(=O)(=O)c1ccc2oc(SCc3ccc(C#N)cc3)nc2c1
23) O=c1cc(-c2ccccc2)[nH]c2cc(Cl)ccc12
24) O=C(O)CSc1c(-c2ccccc2)[nH]c2ccccc12
25) N#Cc1c(-c2ccc(Cl)cc2)c(C#N)c(=O)n(N)c1N
entry no. | 21 | 22 | 23 | 24 | 25
KB-V1 cytotox | -5% | 9.2µM* | ? | -4% | -12%
GLP-1R inv ag | -29% | ? | -8% | -24% | 4%
KB-3-1 cytotox | -2% | -3% | ? | -3% | 14%
TDP43 rescue | 0% | -14% | -20% | 4% | -9%
HT1080NT lethal | 24% | 0% | 0.52µM* | -3% | -5%
HT1080 IDH1KD tx | -1% | -10% | 0.58µM* | -5% | -2%
SW480 rereplic | ? | 20% | 0.73µM* | 6% | -9%
GLP1R ag | 7% | 5% | -2% | 0% | 5%
HEK293 tox | -1% | -20% | -11% | -6% | -6%

26) NCCCCCc1nnc(SCc2cccc(Cl)c2)o1
27) CNC(=S)N(CCN(C)C)Cc1cc2cc3c(cc2[nH]c1=O)OCO3
28) O=C(c1ccccc1SCc1ccccc1)N1CCCCCC1
29) CC(=O)N1c2ccccc2N=C(c2ccc3c(c2)OCO3)C1C(=O)NCc1ccccc1 (stereo not drawn)
30) OC(COc1ccc2c(c1)CCC2)CN1CCN(c2cccc(Cl)c2)CC1 (stereo not drawn)
entry no. | 26 | 27 | 28 | 29 | 30
KB-V1 cytotox | -1% | 0% | -23% | ? | ?
GLP-1R inv ag | 0% | 85%[activator] | ? | 12% | 10µM*
KB-3-1 cytotox | 8% | -1% | -21% | 18% | -9%
TDP43 rescue | 3% | -14% | -10% | ? | -19%
HT1080NT lethal | -2% | -1% | -9% | 3% | ?
HT1080 IDH1KD tx | 3% | 1% | -20% | -9% | ?
SW480 rereplic | -22% | -7% | -11% | · | -2%
GLP1R ag | -1% | -1% | 16% | · | 4%
HEK293 tox | -10% | 8% | 18% | 2% | ?

31) CCC1Nc2ncnc(N3CCc4ccccc4C3)c2N(Cc2ccc(Br)cc2)C1=O (stereo not drawn)
32) CC(C)(C)n1nc2c(c1NC(=O)COc1ccc(Cl)cc1)CS(=O)(=O)C2
33) Cn1ccc2c(N(Cc3ccccc3)Cc3ccccc3)cc3c(c21)C1CCC3C1 (stereo not drawn)
34) COCCCNC(=O)c1cc(C)nc2ccc(F)cc12
35) Nc1c(-c2ccc(F)cc2)cnc2ncnn12
entry no. | 31 | 32 | 33 | 34 | 35
KB-V1 cytotox | ? | -20% | -6% | -21% | -3%
GLP-1R inv ag | ? | 11% | -13% | 26% | 6%
KB-3-1 cytotox | ? | ? | 0% | -1% | 14%
TDP43 rescue | 35µM* | 9% | 13% | -15% | 32%
HT1080NT lethal | ? | 5% | 3% | 3% | 3%
HT1080 IDH1KD tx | ? | 1% | -9% | -7% | 2%
SW480 rereplic | · | -5% | · | -3% | -11%
GLP1R ag | -1% | 6% | 4% | -11% | -10%
HEK293 tox | ? | -1% | 1% | 7% | -11%

36) COc1ccc(C(C)(NC(C)=O)c2nc(/C=C/c3ccccc3)cs2)cc1 (stereo not drawn)
37) Cc1ccccc1P(=O)(CO)c1ccccc1C
38) CC(C)(C)c1nc(NCC2CCCO2)c2nnn(Cc3ccccc3)c2n1 (stereo not drawn)
39) CCCCc1ccc(C(=O)N/C(=C\c2ccc(C)cc2)C(=O)NC2CCCCC2)cc1
40) ON=C1CCN(c2ncc(C(F)(F)F)cc2Cl)CC1
entry no. | 36 | 37 | 38 | 39 | 40
KB-V1 cytotox | 1% | 6% | -11% | -12% | -3%
GLP-1R inv ag | ? | -4% | 0% | -2% | 2%
KB-3-1 cytotox | 0% | 0% | -8% | 9% | 13%
TDP43 rescue | 24% | -16% | -7% | 15% | 16%
HT1080NT lethal | ? | -4% | 16% | · | 4%
HT1080 IDH1KD tx | -26% | -1% | -13% | · | -3%
SW480 rereplic | · | -7% | 11% | · | -28%
GLP1R ag | 15% | 12% | -8% | · | 4%
HEK293 tox | 2% | 16% | 2% | 1% | 1%

41) CCN1CCN(CCCNC(=O)Cn2c(-c3cccs3)cc3cc(F)ccc32)CC1
42) Cc1cccc(N2CCN(C(=O)c3ccc(NC(=O)CC4SC(N5CCCC5)=NC4=O)cc3)CC2)c1C (stereo not drawn)
43) COc1ccc(S(=O)(=O)NCC(c2ccco2)N2CCc3ccccc3C2)cc1 (stereo not drawn)
44) COc1ccc(CCNC(=O)Nc2ccc([N+](=O)[O-])cc2)cc1OC
entry no. | 41 | 42 | 43 | 44
KB-V1 cytotox | -3% | ? | ? | -19%
GLP-1R inv ag | ? | 10% | ? | ?
KB-3-1 cytotox | 6% | -5% | ? | -8%
TDP43 rescue | 5% | 3% | -22% | -2%
HT1080NT lethal | · | 19%[9.24 µM] | 2% | -18%
HT1080 IDH1KD tx | · | -12% | 2% | -6%
SW480 rereplic | · | -38%[inhibitor] | 0% | -1%
GLP1R ag | · | -4% | 2% | 12%
HEK293 tox | -1% | -10% | 1% | -5%

The order is random. Share with any hit: about 9.4%.
